RmlCD inh 1536 = M. tuberculosis RmlC/RmlD coupled enzyme inhibitors, primary screen, biochemical, compound mixtures, 384-well, from 1536-well plates. dTDP-4-dehydrorhamnose reductase (Mycobacterium tuberculosis (strain ATCC 25618 / H37Rv)) …. RmlC+RmlD coupled enzyme assay, percent inhibition; primary screen in compound mixtures. inhibition, % at 3.6 µM. 160,000 compounds, 0.03% hits; in the data active = inhibition mostly above about 34%, no sharp cut-off; inconclusive = no clear call, values can overlap the other calls; inactive = mostly below about 22%; note: some results filed as inactive read as strong as hits
Target sequence (P9WH09 whole entry, looked up): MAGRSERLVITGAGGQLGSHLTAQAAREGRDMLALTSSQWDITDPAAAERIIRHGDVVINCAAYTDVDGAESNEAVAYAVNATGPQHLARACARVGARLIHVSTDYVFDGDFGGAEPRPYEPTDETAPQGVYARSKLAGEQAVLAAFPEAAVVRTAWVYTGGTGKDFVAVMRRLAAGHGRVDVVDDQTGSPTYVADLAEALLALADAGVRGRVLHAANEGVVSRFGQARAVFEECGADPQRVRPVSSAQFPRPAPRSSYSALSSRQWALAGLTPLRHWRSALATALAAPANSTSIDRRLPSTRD
Target sequence (P9WH11 whole entry, looked up): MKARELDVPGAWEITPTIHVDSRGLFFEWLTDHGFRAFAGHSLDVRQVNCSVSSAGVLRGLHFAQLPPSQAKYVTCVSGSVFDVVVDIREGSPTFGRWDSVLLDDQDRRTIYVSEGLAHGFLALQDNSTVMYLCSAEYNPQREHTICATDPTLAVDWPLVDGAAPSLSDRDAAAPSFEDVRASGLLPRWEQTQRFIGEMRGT
GlmU inhibition = inhibition of mycobacterial GlmU enzyme – biochemical, glucosamine-1-phosphate acetyltransferase (AID 1376); M. tuberculosis GlmU acetyltransferase enzyme assay; higher % means a stronger effect; 220,000 compounds, 0.25% hits; one-dose inhibition, %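 (tested at 30 µM in the primary screen)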; IC50 in µM for titrated hits; Bifunctional protein GlmU (Mycobacterium tuberculosis (strain ATCC 25618 / H37Rv)); in the data active = inhibition above about 13%; inconclusive = no clear call, values can overlap the other calls;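 note: 0% = complete reaction with vehicle and 100% = reaction without substrate; strong numbers were not always called active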
The depositor's hits bear a star; ? = inconclusive; · = not tested or not shown. The list is partial. The share of hits here may be higher or lower than overall.

Below each compound: RmlCD inh 1536	GlmU inhibition
CCOc1ccccc1Nc1ccc(C(=O)O)cc1NC(C)=O
 : 8.1	-2.9%
Cc1ccc(OCCN2CCN(C)CC2)c([N+](=O)[O-])c1
 : -41.2	2.8%
CCOC(=O)C1=C(CN2CCSCC2)NC(=O)NC1c1ccc2c(c1)OCO2 (configuration not stated)
 : 3.7	2.1%
O=C(CCn1c(=O)c2ccccc2n(Cc2cc(=O)n3ccccc3n2)c1=O)NCc1ccco1
 : ·	4.1%
CCc1c(C)nc2cc(-c3ccc(OC)c(OC)c3)nn2c1N1CCCC1
 : -8.4	5.6%
CCOc1ccc(NC(=O)CC2C(=O)N(CC)C(=S)N2CCN2CCOCC2)cc1 (configuration not stated)
 : -5.0	3.1%
CC(C)NCC(O)COC1CCC(C(C)(C)C)CC1 (configuration not stated)
 : 2.9	3.6%
CC(=O)Nc1ccc(S(=O)(=O)N2CCN(c3cc(C)ccc3C)CC2)cc1
 : 5.2	0.9%
Cc1nn(-c2ccccc2)c(C)c1NC(=O)Cc1cccs1
 : ·	0.9%
O=C(CSCC(=O)Nc1cccc2ccccc12)Nc1cccc2ccccc12
 : -7.8	1.7%
C[C@@H]1CC[C@]2(O[C@H](CCO)C[C@H](O)[C@H]2O)O1
 : ·	1.5%
N#Cc1nc(COc2ccc(-c3ccccc3)cc2)oc1NCCCN1CCOCC1
 : -6.5	-2.7%
O=c1cc(CSc2nnnn2-c2ccccc2)nc2sccn12
 : -9.8	-3.5%
O=C(c1ccccc1)N1CCCC(C(=O)N2CCN(c3ccccc3)CC2)C1 (configuration not stated)
 : -8.5	3.5%
C/C(CC(C)(C)C1CCCCC1)=N\NC(N)=S
 : 10.0	3.5%

(listing goes on)
Below each compound: RmlCD inh 1536	GlmU inhibition
CC(C)N(Cc1nc(-c2ccccc2)no1)C(=O)CN(C)S(=O)(=O)c1ccccc1
 : 6.0	1.8%
COc1ccc(CCNC2CCCCC2)cc1
 : 9.7	-4.7%
Cc1cc(/C=C2\C(=O)NC(=O)N(Cc3ccccc3)C2=O)c(C)n1C1CC1
 : -3.1	0.0%
N#C/C(=C\N1CCN(Cc2ccc3c(c2)OCO3)CC1)c1nc2ccccc2s1
 : ·	1.9%
COc1cc(C(=O)Nc2ccncc2)c([N+](=O)[O-])cc1OC
 : 4.0	6.6%
S=C(NCc1ccco1)Nc1cc(Cl)c(Cl)cc1Cl
 : -3.6	-4.2%
CC1(C)Cc2c(sc(NC(=O)COc3ccccc3)c2C#N)C(C)(C)N1
 : 40.1	-5.6%
CCOC(=O)C1=C(C)NC2=C(C(=O)c3ccccc32)C1c1ccc([N+](=O)[O-])o1 (configuration not stated)
 : 5.0	1.3%
COCCCNC(=S)Nc1ccc2nc3n(c(=O)c2c1)CCCCC3
 : -3.3	-1.9%
CCC(C)NCCC(=O)Nc1ccc(Cl)c(S(=O)(=O)Nc2ccc(Cl)cc2)c1 (configuration not stated)
 : 10.4	-12.4%
COc1ccc(CNC(=O)CN(c2ccccc2)S(=O)(=O)c2ccccc2[N+](=O)[O-])cc1
 : -12.1	7.3%
O=C(NC1CCCC1)c1ccccc1-c1ccccc1
 : ·	-2.9%
CN(C)S(=O)(=O)c1ccc(N2CCCC2)c(C(=O)NCc2ccccc2)c1
 : ·	-5.1%
N#Cc1ccccc1NC(=O)CSc1nccn1CCc1ccccc1
 : ·	7.3%
CCCCCc1ccc(OCCC[n+]2ccccc2)c(CCCCC)c1
 : -3.0	-8.9%

The list continues:
Below each compound: RmlCD inh 1536	GlmU inhibition
O=C(CNC(=O)c1ccc(S(=O)(=O)N2CCCC2)cc1)N/N=C/c1ccc(Cl)cc1
 : 4.0	3.7%
O=C1NC2=C(C(=O)c3ccccc32)C(c2ccccc2)N1 (configuration not stated)
 : -7.0	1.7%
C/C(=N\Nc1nc(Cl)c(Cl)cc1Cl)c1ccc(S(=O)(=O)NCc2ccco2)cc1
 : -10.0	2.2%
O=C(CSc1nc2ccccc2[nH]1)c1c[nH]c2ccccc12
 : 6.4	4.6%
CC1=CC(=O)OC2CC3OC4C[C@@H](C)C5OC6CC7O[C@]8(C)C/C=C\C9OC%10CC%11OC(CC(C)CO)CC(O)[C@]%11(C)OC%10CC9OC8C[C@]7(C)O[C@]6(C)CCC5OC4C[C@]3(C)OC12 (some centres not stated)
 : ·	1.1%
C=CCNc1ncnc2c1cnn2-c1ccc(OC)cc1
 : 10.3	0.2%
O=C(CN1C(=O)COc2ccccc21)NCc1ccc(C(=O)O)cc1
 : ·	9.4%
CCc1ccc(C(N)=S)cc1
 : 2.5	-3.9%
O=C(NCc1ccncc1)C(=O)N/N=C/c1ccc(OCc2ccccc2)cc1
 : 7.4	0.7%
COC(=O)[C@@]1(Cc2ccc(F)cc2)[C@H]2c3cc(C(=O)N(C)C)n(C[C@H](O)CO)c3C[C@H]2CN1C(=O)c1ccccc1
 : ·	-4.0%
O=C(N/N=C/c1cc([N+](=O)[O-])ccc1O)C1CCCCC1
 : -13.7	0.5%
CC(C)(C)C(=O)CCN1C(=O)C2(OCCO2)c2ccccc21
 : ·	1.6%
Cc1cc(C)cc(-n2c(C)cc(/C=C3\C(=O)NC(=O)N(C)C3=O)c2C)c1
 : -5.6	0.1%
O=C(c1ccc2c(c1)OCO2)N1CCCC(c2ccccc2)C1 (configuration not stated)
 : 9.9	3.9%
Cc1ccc(N(C(=O)C2CCC(=O)N2)C2(C(=O)NC3CCCC3)CCCCC2)cc1 (configuration not stated)
 : 70.1	1.4%

Grouped by structure: those above containing a COOH group.
Below each compound: RmlCD inh 1536	GlmU inhibition
CCOc1ccccc1Nc1ccc(C(=O)O)cc1NC(C)=O
 : 8.1	-2.9%
O=C(CN1C(=O)COc2ccccc21)NCc1ccc(C(=O)O)cc1
 : ·	9.4%

Other compounds:
Below each compound: RmlCD inh 1536	GlmU inhibition
FC(F)(F)c1cc(CCN2C(=S)NC[C@@H]2Cc2ccccc2)cc(C(F)(F)F)c1
 : ·	-1.6%
CCOC(=O)[C@H](CCc1ccccc1)N[C@H]1CCc2ccccc2N(CC(=O)O)C1=O
 : ·	-7.0%
CC(C)NC(=S)N=Nc1c(O)[nH]c2ccc([N+](=O)[O-])cc12
 : -10.5	-1.3%
CN(Cc1ccccc1)c1nc(-c2ccc([N+](=O)[O-])cc2)nc2ccccc12
 : -3.7	-0.4%
OC(COc1ccc2c(c1)OCO2)CN1CCCCC1 (configuration not stated)
 : -0.1	-4.4%
O=C(NC1CCCCNC1=O)c1ccccc1 (configuration not stated)
 : 7.0	1.9%
Cc1ccc2cc(CCNC(=O)c3cccc([N+](=O)[O-])c3)c(=O)[nH]c2c1
 : ·	-3.6%
CCCOc1cccc(NC(=O)c2cc(C)oc2C)c1
 : 10.5	-4.8%
CC(=O)Oc1ccc(N2C(=O)C3C(C2=O)C2C=CC3C23CC3)cc1[N+](=O)[O-] (configuration not stated)
 : 17.7	1.3%
CC(=O)c1ccc(N2CCN(C(=O)c3cc4c(-c5ccccc5F)nn(C)c4s3)CC2)cc1
 : 11.2	0.9%
O=C(Cc1ccc(S(=O)(=O)N2CCOCC2)s1)NCCC(c1ccccc1)c1ccccc1
 : ·	-4.9%
COc1ccc(OCCSc2nnc(Cc3cccc4ccccc34)n2N)cc1
 : -7.5	-7.2%
Cc1onc(-c2c(Cl)cccc2Cl)c1C(=O)ONC(=O)c1ccccc1
 : -8.5	0.9%
CCOP(=O)(/C(C#N)=C(/O)c1ccccc1)c1ccccc1 (configuration not stated)
 : 3.6	-0.5%
CN1CCN(c2c[nH]c(=O)[nH]c2=O)CC1
 : -4.6	0.4%

Structural class, the entries above with a thiophene ring, fused or not.
Below each compound: RmlCD inh 1536	GlmU inhibition
Cc1nn(-c2ccccc2)c(C)c1NC(=O)Cc1cccs1
 : ·	0.9%
CC1(C)Cc2c(sc(NC(=O)COc3ccccc3)c2C#N)C(C)(C)N1
 : 40.1	-5.6%
CC(=O)c1ccc(N2CCN(C(=O)c3cc4c(-c5ccccc5F)nn(C)c4s3)CC2)cc1
 : 11.2	0.9%
O=C(Cc1ccc(S(=O)(=O)N2CCOCC2)s1)NCCC(c1ccccc1)c1ccccc1
 : ·	-4.9%

New compounds follow.
Below each compound: RmlCD inh 1536	GlmU inhibition
CN1CCN(c2nc([N+](=O)[O-])nn2C)CC1
 : 0.9	-5.7%
Cc1cccc2c(N=O)c(O)[nH]c12
 : 1.4	-2.4%
O=C(CC1(O)C(=O)Nc2ccccc21)c1cccc(-n2cccc2)c1 (configuration not stated)
 : ·	0.6%
CC(C)Oc1ccc(N2CC(C(=O)NC3=NCCS3)CC2=O)cc1 (configuration not stated)
 : 106.0	-6.4%
CC1CCN(c2c(NCc3ccc(C(=O)NCC4COc5ccccc5O4)cc3)c(=O)c2=O)CC1 (configuration not stated)
 : ·	4.5%
CCCCn1c(N)c(N(CCC(C)C)C(=O)COC(=O)c2ccccc2)c(=O)[nH]c1=O
 : -5.5	-3.8%
COC(=O)c1sc(S(=O)(=O)Nc2ccc(C)cc2)c(C(=O)OC)c1C
 : -9.4	-5.5%
COCC(C)n1c(C)cc(C(=O)CSc2nc3ccccc3c(=O)[nH]2)c1C (configuration not stated)
 : 1.6	-1.7%
CC(CN1CCOCC1)C(=O)c1ccccc1 (configuration not stated)
 : -9.6	3.2%
COCCn1c(C)cc(C(=O)COC(=O)CNC(=O)c2ccccc2)c1C
 : ·	3.6%
Cc1ccc(NC(=O)c2cc(NC(=O)C3CC=CCC3C(=O)O)ccc2N2CCOCC2)cc1 (configuration not stated)
 : 11.8	4.3%
CCCCC(CC)C(=O)Oc1ccc(O)c(C(C)(C)C)c1 (configuration not stated)
 : ·	0.5%
N#Cc1c(NC(=O)CSc2nc(-c3ccccc3)cc(C(F)(F)F)n2)sc2c1CCC2
 : 2.5	1.1%
Fc1ccc2[nH]c3c(c2c1)CN(C(=S)NCc1ccccc1)CC3
 : -6.9	·
CC(C)C(O)(C#CCN1CCCC1)c1ccccc1 (configuration not stated)
 : ·	-6.2%

(cont.)
Below each compound: RmlCD inh 1536	GlmU inhibition
O=C(Nc1ccc2[nH]c(=O)[nH]c2c1)c1ccc(Cl)c(Cl)c1
 : -12.0	1.0%
N#C/C(=C(/O)c1ccc(S(=O)(=O)N(CCCl)CCCl)cc1)c1nc2ccccc2[nH]1
 : ·	0.3%
COC(=O)c1ccccc1NC(=O)CSc1nc(O)c(-c2ccccc2)c(=O)[nH]1
 : -34.3	1.6%
Cc1cc(C(=O)OCC(=O)c2cccc([N+](=O)[O-])c2)c2cccc(C)c2n1
 : 7.9	·
CC(=O)NCC(=O)OCC(=O)Nc1ccc(C(C)=O)cc1
 : -6.3	4.2%
O=C(Nc1ccc(N2CCOCC2)c(Cl)c1)c1ccc([N+](=O)[O-])o1
 : ·	0.5%
CC12CC3(C)CC(C)(C1)CC(C(=O)NC(=S)NC(C)(C)C)(C2)C3
 : -9.5	0.7%
O=C(COc1ccc(Cl)cc1Cl)NN=C1c2ccccc2-c2ccccc21
 : ·	2.0%
Cc1ccc(-c2nnc(Nc3ccc(C(=O)N(C)C)cc3)c3ccccc23)cc1S(=O)(=O)NC(C)(C)CO
 : -7.3	8.0%
O=C(CSc1nnc(CNC(=O)C23CC4CC(CC(C4)C2)C3)n1-c1ccc(F)cc1)Nc1ccc(F)cc1
 : 2.7	-7.3%
Cc1ccc2sc(-c3ccc(NC(=O)/C=C\C(=O)O)cc3)nc2c1
 : 9.4	1.9%
CCOC(=O)N1CCN(C(=O)c2cn(C)c(=O)c3c2c2ccccc2n3C)CC1
 : 1.4	1.2%
O=C(O)CSCC(=O)NCc1ccc(Cl)cc1
 : 7.8	-2.8%
COc1ccc(C(=O)N2CCN(c3c(C)cccc3C)CC2)cc1OC
 : 7.8	-0.9%
COc1ccc(-c2nn(CCC(=O)O)cc2/C=N/NC(N)=S)cc1
 : ·	3.5%

(continued)
Below each compound: RmlCD inh 1536	GlmU inhibition
CSC1=NC(=O)/C(=C/c2ccc(SC)cc2)S1
 : -5.6	-0.3%
Cc1c(N)cc(C(=O)N2CCOCC2)cc1[N+](=O)[O-]
 : 0.6	-5.3%
O=C(NCC1CCCO1)c1ccc2nc(N3CCCCC3)sc2c1 (configuration not stated)
 : -10.2	7.8%
O=C(CN1C(=O)C2CCCCC2C1=O)Nc1nc(-c2ccccn2)cs1 (configuration not stated)
 : -9.8	5.5%
COc1ccc(-n2nnnc2SCC(=O)c2ccc(O)c(O)c2)cc1
 : 7.7	-0.4%
COc1ccc2c(=O)c(-c3ccccc3)c(C)oc2c1
 : ?	5.0%
Cc1nn(CC(=O)Nc2ccc(C(=O)N(C)C)cc2)c(=O)c2ccccc12
 : ·	2.0%
Cc1ccc(C)c(S(=O)(=O)N2CCCOC2CNC(=O)C(=O)NCc2ccco2)c1 (configuration not stated)
 : 5.9	2.9%
CN1Cc2c(N3CCOCC3)nc3sc(C#N)c(N)c3c2CC1(C)C
 : ·	-0.2%
CCCOc1ccc(N2CC(C(=O)Nc3ccccc3F)CC2=O)cc1 (configuration not stated)
 : 7.4	-0.7%
CCn1cc(C2=NCCO2)c2ccccc21
 : -6.9	3.7%
Cc1cc(C)c(S(=O)(=O)N2CCOC2CNC(=O)C(=O)NCc2cccnc2)c(C)c1 (configuration not stated)
 : ·	1.1%
O=S(=O)(c1cnc[nH]1)N1CCN(c2ccc(F)cc2)CC1
 : 4.0	-4.0%
CSc1nc(C)c2c(n1)N(c1ccc(C(F)(F)F)cc1)CC2
 : 19.9	0.1%
CC12CCC(C(=O)NCc3ccc(Cl)cc3)(OC1=O)C2(C)C (configuration not stated)
 : -4.4	0.7%
Cc1ccc2oc(=O)c3cnn(CC(=O)N4CCCCCC4)c3c2c1
 : 6.6	-1.7%
